# Screening data deposited in PubChem by National Center for Advancing Translational Sciences (NCATS).
# Mito fusion act: blocks mitochondrial division or promotes mitochondrial fusion | Potency, µM (series often up to 46.1 µM), inactives show at the top dose growth rescue (activation), most hits filed as activators | S. cerevisiae fusion-defective mutant growth rescue, CellTiterGlo 48 h | 320,000 tested, 0.23% active;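 further: potency means the concentration at half of the fitted maximal effect; % of control where 0% means no effect; nearly all actives have a fitted effect of over 45% in size; temperature-sensitive fusion mutants such as fzo1-1 at 37 °C on non-fermentable ethanol glycerol medium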
#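 Read-out: ATP-based luminescence (CellTiterGlo, 10 min ambient) reporting growth of fusion-defective ts yeast after 48 hours at 37C on glycerol/ethanol YPEG medium in the presence of compound.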
# TRPV1 ag: human TRPV1 agonism; TRPV1-expressing cells, Fluo-8 calcium influx, agonist mode; AID 540275; 320,000 tested, 0.19% active; activation, % at 8.33 µM; in the data active means activation above about 80%; inconclusive means between about 30% and that limit; further: 0% is about no effect
# Target sequence (Q8NER1 whole entry, looked up): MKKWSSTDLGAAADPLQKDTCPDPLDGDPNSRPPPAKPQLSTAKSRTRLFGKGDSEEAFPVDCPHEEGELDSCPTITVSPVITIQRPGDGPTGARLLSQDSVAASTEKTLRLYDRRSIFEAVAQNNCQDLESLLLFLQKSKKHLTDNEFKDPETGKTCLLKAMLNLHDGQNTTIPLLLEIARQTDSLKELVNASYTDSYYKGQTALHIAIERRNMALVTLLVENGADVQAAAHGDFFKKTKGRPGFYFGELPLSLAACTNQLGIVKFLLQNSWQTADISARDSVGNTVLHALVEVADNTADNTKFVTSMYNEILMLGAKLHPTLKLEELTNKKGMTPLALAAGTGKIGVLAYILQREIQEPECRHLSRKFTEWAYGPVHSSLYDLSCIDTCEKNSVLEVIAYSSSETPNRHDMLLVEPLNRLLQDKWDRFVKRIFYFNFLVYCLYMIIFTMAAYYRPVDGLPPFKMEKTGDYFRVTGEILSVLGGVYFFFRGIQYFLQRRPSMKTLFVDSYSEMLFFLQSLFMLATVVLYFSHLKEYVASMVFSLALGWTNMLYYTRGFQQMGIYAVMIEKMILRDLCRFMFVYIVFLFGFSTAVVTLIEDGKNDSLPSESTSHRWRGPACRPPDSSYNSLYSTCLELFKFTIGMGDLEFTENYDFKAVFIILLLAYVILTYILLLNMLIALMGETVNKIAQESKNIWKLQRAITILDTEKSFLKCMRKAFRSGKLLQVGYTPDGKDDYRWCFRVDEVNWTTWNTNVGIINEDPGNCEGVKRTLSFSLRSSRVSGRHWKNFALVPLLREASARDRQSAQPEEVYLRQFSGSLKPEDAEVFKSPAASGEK
#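 TRPV1-expressing cells were cultured overnight at 35.5C and loaded with Fluo-8 calcium dye for 40 to 90 min at room temperature. After a 10 s baseline, compound was added and calcium influx was read kinetically for 3 min (ex 480/em 520 nm).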
# Eya2 phos inh: Eya2 (human) phosphatase inhibition | AID 488837 | recombinant Eya2, OMFP fluorescence dephosphorylation (OMFP is methylfluorescein phosphate) | Potency, µM (top dose mostly 76.9 µM), for the others: top-dose activity, negative = inhibition, hits mostly inhibitors | O00167 | 330,000 tested, 0.006% active; further: potency means the concentration at half of the fitted maximal effect; on the % scale 0 is the no-effect control and ±100 the full control effect
#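 Eya2 protein (added as 0.2 uM solution) was preincubated with compound for 10 min at ambient temperature in 50 mM HEPES pH 7.5, 50 mM NaCl, 5 uM MgCl2, 0.05% BSA, 1 mM DTT. OMFP (added at 50 uM) then reacted 10 min; fluorescence read at 485/525 nm.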
# KCNH2 3.1 inh: blocks the human KCNH2 3.1 channel isoform; U2OS KCNH2 3.1, thallium flux FluxOr; active compounds read low; 340,000 tested, 0.95% active; activity change, % (tested at about 1.8 µM); AID 720553;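 active means maximum activity change below -70%; inconclusive means maximum activity change from -70% to -50%; inactive means maximum activity change above -50%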;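 further: thallium influx rate constant from kinetic fluorescence after stimulation buffer; on the % scale 0 is the no-effect control and ±100 the full control effect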
#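 Channel expression came from 3.1 mutant virus (1.77 x 10^8 /mL) applied to suspended U2OS cells for 4 h. Flux was tracked with FluxOr dye plus Red40 quencher, and kinetic rate constants normalized to controls.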
# A-T KAP1 phos: potential ataxia-telangiectasia treatment. […] A-T fibroblasts, KAP-1 phosphorylation AlphaLISA; neocarzinostatin DNA damage 30 min before lysis. Potency, µM (top dose mostly 57.5 µM), for the others: at the highest dose activation, most hits filed as activators. 320,000 tested, 0.19% active; further: potency means the concentration at half of the fitted maximal effect; % of control where 0% means no effect; nearly all actives have a fitted effect of over 45% in size
#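 hTERT-immortalized A-T patient fibroblasts ([…]), 500 cells/well in OPTI-MEM, 1% FBS, got compounds for 60 min, then NCS for 30 min at 37C. Lysates were then assayed for phospho-KAP-1 by AlphaLISA (anti-pKAP1 donor, anti-KAP1 acceptor beads), 6 hr at 25C.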
# ELG1 DNA repair: ELG1-dependent DNA repair inhibition; HEK293T ELG1-luciferase reporter, luminescence, 16 h; DNA damage induced by 5-fluorouridine; 330,000 tested, 2.3% active; Potency, µM (titrated, usually from 46.1 µM), for the others: at the highest dose activity change, negative = inhibition, actives largely listed as inhibitors; further: potency means the concentration at half of the fitted maximal effect; on the % scale 0 is the no-effect control and ±100 the full control effect; nearly all actives have a fitted effect of over 55% in size
#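 Quantitative HTS, concentration-response format. 2,000 cells/well co-treated with 5-fluorouridine and compound, 16 hr in 5% CO2 at 37 °C; ONE-Glo luminescence read after 30 min.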
# TSHR antag: blocks TSH signaling through the human TSH receptor. 330,000 tested, 0.2% active. AID 504810. TSHR-expressing cells, TSH-stimulated cAMP HTRF, 2 h; active compounds read low. activity change, negative = inhibition, % at 11.5 µM;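 active means activity change below a set negative limit, meaning inhibition stronger than a set level, cut at about -70% in these data; inconclusive means activity change between two set negative limits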; further: on the % scale 0 is the no-effect control and ±100 the full control effect
#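 Antagonism was scored as loss of TSH-driven cAMP in TSHR cells, stimulated with 4nM TSH (EC80) for 2 hours at 37 deg C and detected by homogeneous HTRF competition immunoassay.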
# TCR activator: activates T cell receptor signaling; primary human leukocytes, anti-CD3, IL-2 HTRF, 48 h; Potency, µM (titrated, usually from 9.22 µM), for inactives: at the highest dose activation of IL-2 secretion, actives largely listed as activators; 330,000 tested, under 10 active; AID 504894; further: % of control where 0% means no effect
#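 TCR engagement came from a-CD3 beads alone, with compounds added to primary human leukocytes for 48 hr. Secreted IL-2 bridged europium cryptate- and d2-labelled anti-IL-2 antibodies, giving FRET emission at 665nm after 320nm excitation.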
# KCNH2 WT inh: inhibitors of human wildtype KCNH2 potassium channel | activity change, % at 1.84 µM | 340,000 tested, 0.37% active | AID 720551 | U2OS, BacMam KCNH2, thallium flux FluxOr; active compounds read low | Q12809;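 active means maximum activity change below -70%; inconclusive means maximum activity change between -70% and -50%; inactive means maximum activity change above -50%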; further: on the % scale 0 is the no-effect control and ±100 the full control effect
#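 U2OS cells transduced with wild-type KCNH2 virus are loaded with FluxOr dye for 45 min, and thallium flux is measured in kinetic reads before and after stimulation buffer. Rate constants are normalized to DMSO controls.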
# USP2a inh: USP2a (human) protease inhibition; O75604; USP2 core, Ub-CHOP2 coupled fluorogenic reporter, 485/531; Potency, µM (series often up to 38.3 µM), for the others: top-dose activity change, negative = inhibition, most hits filed as inhibitors; 330,000 tested, 0.01% active;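 further: potency means the concentration at half of the fitted maximal effect; plate controls were DMSO wells for no effect and full inhibition by NEM control for full effect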
#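 Cell-free coupled assay: 10nM USP2 core preincubated 30min RT with compound in Tris-HCl pH 8.0/CaCl2/CHAPS buffer, then 25nM Ub-CHOP2 and 25nM reporter substrate; fluorescence (Ex 485/Em 531) read after 60min RT, normalized to NEM inhibition, concentration-response curves fitted.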
# * hit, by the source's call; ? = inconclusive; / = no result given; [ ] = another dose, or the depositor's remark. Unless noted, the call rests on the fitted dose curve; in most records, active means well fitted curve in the direction sought with a large enough effect; inconclusive means small, poorly fitted or top-dose-only effect, or another doubt; inactive means no such curve, though single readings can be large; an effect the other way counts as inactive or inconclusive. Some of the compounds tested; the hit share may differ from the screen's.
canonical_smiles,TSHR antag,KCNH2 3.1 inh,A-T KAP1 phos,Eya2 phos inh,USP2a inh,Mito fusion act,TCR activator,ELG1 DNA repair,TRPV1 ag,KCNH2 WT inh
Cc1ccc(N2C(=O)N(c3ccc(C)cc3)C3CS(=O)(=O)CC32)cc1 (configuration not stated),3,5,0%,6%,-15%,-4%,-3%,8%,-1,19
O=C(O)c1ccc(NC(=O)C2(c3ccccc3)CCCC2)cc1,9,-16,-5%,4%,1%,-4%,5%,30%,2,-5
O=C(COC(=O)COc1ccc(Cl)cc1)NCc1cccs1,5,7,-12%,-19%,2%,-26%,-1%[46.1 µM],?,?,-7
CN(C)CCCOc1ccc2c(c1)Sc1ccccc1CC2=O,37,-36,6%,4%,-1%,4%,13%[46.1 µM],15%,3,7
CN1C(=O)/C(=C/c2ccccc2OCc2ccc(C(=O)O)cc2)NC1=S,-7,-9,-12%,8%,1%,6%,1%,5%,-2,6
CCC(=O)N1CN(S(=O)(=O)c2ccc(C)cc2)CC1C (configuration not stated),-9,-8,-2%,4%,1%,2%,2%,6%,-1,-7
CN(CC(=O)Nc1ccccc1Cl)C(=O)COC(=O)c1ccc(S(=O)(=O)C(F)F)cc1,-7,-24,2%,14%,0%,1%,0%,12%,25,8
CCOc1ccc(CN(C)C(=O)c2cc3ccccc3o2)cc1OC,8,3,1%,5%,2%,15%,0%,?,5,0
CCCc1ccc(C(C)NC(=S)NCc2ccc(F)cc2)cc1 (configuration not stated),-30,?,0%,-17%,0%,-4%,-5%,?,?,-2
CN(C)S(=O)(=O)N1CCN(c2cccc(Cl)c2)CC1,11,16,-1%,5%,2%,-1%,3%,10%,9,-4
COc1cc(NC(=S)NCCSc2ccc(C)cc2)cc(OC)c1,-10,-1,-3%,-8%,4%,?,1%[46.1 µM],-17%,-2,-3
COc1ccc(OC)c(-n2nnnc2SCC(=O)NCCc2ccccc2)c1,12,14,2%,-11%,2%,-3%,-3%,-16%,-1,-6
Cc1cccc(N2CC(C(=O)NCC3COc4ccccc4O3)CC2=O)c1C (configuration not stated),6,-6,-9%,22%,4%,-2%,-3%,-7%,2,-3
COc1ccc(OCCCC(=O)Nc2ccc(OC)c(S(=O)(=O)N3CCOCC3)c2)cc1,-2,0,-7%,-1%,3%,-7%,-4%,?,-3,7
O=C(N/N=C/c1ccoc1)c1ccc(Br)cc1,8,-12,5%,6%,-3%,-5%,-1%,27%,?,-11
COc1ccc(-n2cnnc2SCC(=O)c2ccc(S(=O)(=O)N3CCOCC3)cc2)cc1,7,-36,-15%,1%,1%,0%,-1%,-2%,-4,-4
Cc1cccc(NC(=S)NCc2cccs2)c1,5,-6,-1%,-7%,0%,-8%,-2%,-6%,21,12
Cc1onc(-c2ccccc2Cl)c1C(=O)N1CCOC12CCCCC2,-14,23,7%,-2%,-2%,2%,4%,-26%,?,-1
COc1ccc(-n2c(Cc3ccccc3)nnc2SCC(=O)N2CCCc3ccccc32)cc1,-1,-7,-5%,6%,2%,1%,-1%[46.1 µM],?,19,2
COc1ccc(CC(=O)Nc2cc(S(=O)(=O)N3CCOCC3)ccc2N2CCOCC2)cc1,-10,7,-2%,1%,0%,-24%,-3%,-16%,1,9
Cc1cc(C)n2nc(SCC(=O)N(C)C3CCCCC3)nc2n1,-4,-23,0%,13%,-1%,-5%,2%,11%,-3,-3
COc1ccc(OC)c(S(=O)(=O)N2CCN(C(=O)NC3CCCCC3)CC2)c1,13,-22,8%,-3%,0%,-3%,5%,?,2,8
COc1ccc(N/C(N)=N/c2nc(C)cc(=O)[nH]2)cc1,-3,4,3%,-1%,1%,2%,/,16%,0,-8
COc1ccc(S(=O)(=O)N2CCCCC2)cc1NC(=O)C1CC(=O)N(Cc2ccccc2)C1 (configuration not stated),1,26,-2%,15%,-1%,-2%,-11%,-2%,1,9
N#CC1=C(N)OC2=C(C(=O)CCC2)C1c1ccc(OC(=O)N2CCOCC2)cc1 (configuration not stated),0,9,10%,3%,-1%,-2%,1%,4%,-4,5
Cc1nn(C)c(C)c1C1Nc2ccccc2C(=O)N1O (configuration not stated),5,2,0%,-6%,4%,-2%,-9%[46.1 µM],6%,-3,0
O=C(NCc1cc(Br)cc(Br)c1OC(=O)c1ccccc1[N+](=O)[O-])c1ccccc1,-21,-30,-5%,-7%,-1%,21%,4%[46.1 µM],?,-1,19
CC(C)(C)NC(=O)NC(=O)CSc1ncn[nH]1,8,-7,1%,9%,1%,4%,-5%,16%,4,-9
NC(=O)c1nn(-c2cccc(Cl)c2)c(=O)cc1O,13,15,2%,-8%,-6%,1%,3%,9%,-7,-4
CC(C)NC(=O)N(C)C[C@H]1Oc2ccc(NS(=O)(=O)c3ccc(Cl)cc3)cc2CC(=O)N([C@@H](C)CO)C[C@@H]1C,-3,5,3%,13%,5%,/,12%,18%,/,-8
Cc1cccc(NC(=O)/C(=C/c2cccc([N+](=O)[O-])c2)NC(=O)c2cccs2)c1,1,-10,1%,-7%,5%,-10%,-6%[46.1 µM],18%,1,31
COc1cccc(CNC(=O)CCC2CCCN(C(=O)c3cc(C4CC4)[nH]n3)C2)c1 (configuration not stated),20,0,-7%,10%,6%,5%,6%,1%,-3,2
CC(=O)c1cccc(NC(=O)Nc2cnn(Cc3ccc(F)cc3)c2)c1,18,/,1%,-14%,-5%,-3%,/,?,4,/
CN(C(=O)C1CCOC1)c1nnc(-c2ccncc2)s1 (configuration not stated),4,-5,3%,-2%,0%,-3%,0%,-10%,-2,7
[O-]c1n[n+](-c2ccc(Cl)cc2)cc2ccccc12,2,4,4%,16%,2%,3%,3%,11%,-2,-10
CCOC(=O)C1=CNS(=O)(=O)NC1c1ccc(C(=O)OC)cc1 (configuration not stated),5,10,-32%,1%,2%,/,-1%[46.1 µM],15%,/,1
COc1ccc(C(=O)/C=C/c2cc(OC)c(O)c(OC)c2)c(F)c1,-10,-1,10%,-9%,-1%,0%,0%[46.1 µM],8.2µM*,?,1
COc1ccccc1-c1cc(C(=O)N2CCN(S(=O)(=O)c3ccc(C)cc3)CC2)[nH]n1,-13,-5,5%,1%,0%,6%,2%,?,1,-6
COc1ccc(-n2nc(C)c3sc(C)nc3c2=O)cc1,-5,9,0%,-9%,-1%,-3%,-3%,30%,7,-5
O=C(O/N=C1/CCCc2occc21)c1ccc(F)cc1,-9,28,-2%,2%,3%,-3%,6%,14%,15,/
COc1ccc(C(=O)N2CCc3cc(OC)c(OC)cc3C2c2cccc([N+](=O)[O-])c2)cc1 (configuration not stated),8,/,1%,-3%,-1%,29%,/,-3%,/,/
O=C1CC(N(C(=O)c2ccco2)c2ccc(F)cc2)C(=O)N1c1ccc(F)cc1 (configuration not stated),19,13,/,-14%,1%,-1%,4%,9%,13,6
CCOC(=O)CC1C(=O)NCCN1Cc1cccc(OC)c1 (configuration not stated),10,1,4%,-17%,1%,1%,-4%,2%,2,-2
CCCC1(CCC)NC(=O)N(CC(=O)N2CCc3ccccc32)C1=O,/,-18,-7%,-38%,4%,/,-6%,5%,/,-40
CCC(=O)N1CCc2cc(Br)cc(S(=O)(=O)N3CCN(C(=O)c4ccco4)CC3)c21,-5,0,3%,9%,-2%,1%,-1%,-24%,3,1
Cc1c(Cl)cccc1NC(=O)NC1CCCCC1,-11,7,1%,9%,4%,0%,/,15%,4,2
CC/C(=N\NC(=O)c1c(C)nc2ccccn12)c1ccc(Cl)cc1,-19,3,2%,9%,-2%,-4%,2%,-9%,-2,-1
O=C(Nc1ccc2c(c1)CCC2)c1ccc(F)cc1,-12,-8,-1%,-14%,-7%,23%,4%[46.1 µM],?,?,-14
CCOC(=O)N1CCC2(CC1)C(C#N)=C(N)OC1=C2C(=O)CC(C)(C)C1,5,-8,-4%,-10%,4%,0%,0%,-1%,5,-11
Clc1ccc(CN2CCSCC2)cc1Cl,-11,6,-1%,1%,-1%,4%,-7%,9%,3,-1

# Profiles, looked up by structure. Screens in order: TSHR antag | KCNH2 3.1 inh | A-T KAP1 phos | Eya2 phos inh | USP2a inh | Mito fusion act | TCR activator | ELG1 DNA repair | TRPV1 ag | KCNH2 WT inh
# O=C(O/N=C1/CCCc2occc21)c1ccc(F)cc1 in the list: -9 | 28 | -2% | 2% | 3% | -3% | 6% | 14% | 15 | /
# O=C1CC(N(C(=O)c2ccco2)c2ccc(F)cc2)C(=O)N1c1ccc(F)cc1 (configuration not stated) in the list: 19 | 13 | / | -14% | 1% | -1% | 4% | 9% | 13 | 6
